Assay outcomes as filed in PubChem BioAssay.
APEX1 inh: qHTS Assay for Inhibitors of the Human Apurinic/apyrimidinic Endonuclease 1 (APE1). recombinant APE1, TAMRA/BHQ-2 abasic DNA cleavage fluorescence. DNA repair nuclease/redox regulator APEX1 (Homo sapiens), P27695. Potency, µM (series often up to 65.8 µM), for inactives: top-dose activity change, negative = inhibition, actives largely listed as inhibitors. 350,000 tested, 0.35% active. AID 2517, 2012;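 further: potency means the concentration at half of the fitted maximal effect; plate controls were vehicle for no effect and reference inhibitor for full effect; nearly all actives have a fitted effect of over 55% in size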
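Readout is kinetic fluorescence (ex 525, em 598 nm) from cleavage of 50 nM TAMRA/BHQ-2 THF abasic duplex by 0.75 nM APE1, compound added 15 min beforehand at RT.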
Apoferritin bind: qHTS Assay for Identification of Novel General Anesthetics | apoferritin/1-aminoanthracene competitive binding, fluorescence | 350,000 tested, 0.074% active | Potency, µM (series often up to 77.5 µM), inactives show at the highest dose activity change, negative = displacement, most hits filed as inhibitors; further: potency means the concentration at half of the fitted maximal effect; on the % scale 0 is the no-effect control and ±100 the full control effect; nearly all actives have a fitted effect of over 20% in size
Target sequence (P02791 2-175 limits assumed): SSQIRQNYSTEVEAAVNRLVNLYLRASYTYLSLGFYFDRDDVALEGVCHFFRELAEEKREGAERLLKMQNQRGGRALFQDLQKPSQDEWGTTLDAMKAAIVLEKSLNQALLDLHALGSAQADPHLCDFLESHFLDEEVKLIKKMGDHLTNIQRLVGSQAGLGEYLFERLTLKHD
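In PBS, apoferritin at 10 uM is loaded with 1-AMA from a 50% saturated solution. After 10 min of compound exposure at ambient temperature, reduced 535 nm fluorescence indicates probe displacement.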
Pol beta inh: qHTS Assay for Inhibitors of DNA Polymerase Beta; 340,000 tested, 1.3% active; AID 485314, 2010; Potency, µM (highest dose often 114 µM), for inactives: at the top dose activity change, negative = inhibition, usual class: inhibitors; Pol beta primer extension/strand displacement, fluorescence kinetic; further: potency means the concentration at half of the fitted maximal effect; on the % scale 0 is the no-effect control and ±100 the full control effect
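Preincubation: enzyme (10 nM) with compound, 15 min, RT. Reaction: substrate added to 50 nM final. Reads: 0 and 10 min. Analysis: normalized, Hill fit.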
POLK inh: qHTS for Inhibitors of Polymerase Kappa | DNA polymerase kappa (Homo sapiens), Q9UBT6 | purified Pol kappa, fluorescent DNA synthesis assay, 10 min | Potency, µM (titrated, usually from 107 µM), without a hit: at the highest dose activity, negative = inhibition, most hits filed as inhibitors | 400,000 tested, 0.53% active | AID 588579, 2011; further: potency means the concentration at half of the fitted maximal effect; on the % scale 0 is the no-effect control and ±100 the full control effect
Target sequence (Q9UBT6 whole entry, looked up): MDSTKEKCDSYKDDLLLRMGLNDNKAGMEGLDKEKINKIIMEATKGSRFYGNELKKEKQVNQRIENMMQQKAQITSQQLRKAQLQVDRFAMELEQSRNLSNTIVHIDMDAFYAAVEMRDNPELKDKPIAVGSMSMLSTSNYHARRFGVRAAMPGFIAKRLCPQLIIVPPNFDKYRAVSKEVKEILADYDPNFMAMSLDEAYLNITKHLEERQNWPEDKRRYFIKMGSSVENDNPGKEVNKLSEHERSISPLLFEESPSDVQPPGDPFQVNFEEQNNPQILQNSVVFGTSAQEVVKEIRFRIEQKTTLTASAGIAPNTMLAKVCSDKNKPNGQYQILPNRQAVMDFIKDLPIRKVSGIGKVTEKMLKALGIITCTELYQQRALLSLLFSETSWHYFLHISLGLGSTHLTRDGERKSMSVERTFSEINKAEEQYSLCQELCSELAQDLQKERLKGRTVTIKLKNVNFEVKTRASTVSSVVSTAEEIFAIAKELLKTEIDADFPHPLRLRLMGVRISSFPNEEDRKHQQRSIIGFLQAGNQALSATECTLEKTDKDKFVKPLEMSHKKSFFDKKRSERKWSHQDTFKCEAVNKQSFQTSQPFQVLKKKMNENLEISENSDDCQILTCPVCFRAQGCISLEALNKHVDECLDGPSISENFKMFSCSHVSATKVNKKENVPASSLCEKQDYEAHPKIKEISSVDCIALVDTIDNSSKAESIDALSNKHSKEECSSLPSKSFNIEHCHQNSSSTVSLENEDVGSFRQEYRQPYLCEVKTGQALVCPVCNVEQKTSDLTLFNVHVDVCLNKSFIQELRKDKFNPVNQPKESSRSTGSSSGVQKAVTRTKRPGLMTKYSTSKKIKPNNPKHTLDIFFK
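10 nM Pol kappa was preincubated with compounds for 15 min at room temperature. Reaction started with 50 nM (final) substrate. Fluorescence read kinetically at 0 and 10 min.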
BLM helicase inh: qHTS Assay for Inhibitors of Bloom's syndrome helicase (BLM); RecQ-like DNA helicase BLM (Homo sapiens), P54132; recombinant BLM DNA unwinding, fluorescence dequenching; Potency, µM (series often up to 56.1 µM), without a hit: top-dose activity change, negative = inhibition, hits mostly inhibitors; 350,000 tested, 0.2% active; AID 2528, 2010;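 further: potency means the concentration at half of the fitted maximal effect; plate controls were vehicle for no effect and no enzyme for full effect; nearly all actives have a fitted effect of over 35% in size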
PGK inhibitor: qHTS Assay to Find Inhibitors of Phosphoglycerate Kinase. Phosphoglycerate kinase, glycosomal (Trypanosoma brucei brucei), P07378. PGK/GAPDH coupled, Kinase-Glo luminescence, 60 min. Potency, µM (titrated, usually from 57.5 µM), for the others: at the top dose activity change, negative = inhibition, hits mostly inhibitors. 380,000 tested, 0.043% active. AID 602233, 2012; further: potency means the concentration at half of the fitted maximal effect; on the % scale 0 is the no-effect control and ±100 the full control effect; nearly all actives have a fitted effect of over 60% in size
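Recombinant glycosomal PGK reaction used 1,3-bisphosphoglycerate generated in-well by GAPDH (100nM final) in 100mM TEA pH 7.6, 5mM MgCl2, 0.01% Tween-20. After 60 minutes at room temperature, ATP was read by Kinase-Glo Plus luminescence end-point.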
POLI inh: qHTS for Inhibitors of Polymerase Iota; Potency, µM (series often up to 115 µM), inactives show top-dose activity, negative = inhibition, most hits filed as inhibitors; Pol iota fluorescent replication assay, 10 min; AID 588590, 2011; 390,000 tested, 1% active; further: potency means the concentration at half of the fitted maximal effect
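Fluorescent replication assay read twice, at 0 min and 10 min after adding 50 nM (final) substrate. Enzyme (10 nM) and compounds were first incubated 15 min at room temperature; enzyme-free buffer wells were negative controls.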
POLH inh: qHTS for Inhibitors of Polymerase Eta. DNA polymerase eta (Homo sapiens), Q9Y253. recombinant Pol eta, fluorescent DNA replication assay. Potency, µM (highest dose often 114 µM), for inactives: top-dose activity change, negative = inhibition, actives largely listed as inhibitors. 390,000 tested, 1.2% active; further: potency means the concentration at half of the fitted maximal effect; on the % scale 0 is the no-effect control and ±100 the full control effect
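Pol eta at 10 nM preincubated with compounds 15 min at room temperature; reaction started with fluorescent substrate (50 nM final) and read kinetically at 0 and 10 min.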
RXFP1 antag: qHTS Assay for Antagonists of the Relaxin Receptor RXFP1 | HEK293-RXFP1, relaxin-stimulated cAMP HTRF, 30 min; stronger effect = lower value | activity change, negative = inhibition, % at 57.5 µM | 350,000 tested, 0.59% active;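 active means activity change of -60% or lower, but not beyond a set lower limit; inconclusive means change between -60% and -40%, or beyond the set limit; inactive means change above -40%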; further: on the % scale 0 is the no-effect control and ±100 the full control effect
The depositor's hits bear a star; i = inactive; ? = inconclusive; · = not tested or not shown; & = joins results of further samples; [ ] = remark or other dose. Unless noted, the call rests on the fitted dose curve; in most records, active means well fitted curve in the direction sought with a large enough effect; inconclusive means small, poorly fitted or top-dose-only effect, or another doubt; inactive means no such curve, though single readings can be large; an effect the other way counts as inactive or inconclusive. A portion of the library, so the mix of outcomes need not match the whole.

Order of results: APEX1 inh	Apoferritin bind	Pol beta inh	POLK inh	BLM helicase inh	PGK inhibitor	POLI inh	POLH inh	RXFP1 antag
1: N/C(CN1CCCC1=O)=N\OC(=O)c1ccc(Cl)c(Cl)c1
→ 0%	-11%	26%	-2%	2%	0%	11%	0%	-17
2: COc1ccc(NC(=O)C2CC2)cc1NS(=O)(=O)c1ccc(F)cc1
→ 2%	-18%	2%	-3%	-5%	-2%	0%	-6%	-13
3: CCc1ccc(NC(=O)CCNC(=O)Cn2ccc3ccccc3c2=O)cc1
→ 11%	-6%	?	-11%	-5%	-9%	80%[activator]	-8%	-3
4: CC(C)CCNC(=O)CN(Cc1cccs1)C(=O)CCC(=O)Nc1nccs1
→ 2%	-7%	?	-4%	0%	·	20%	3%	9
5: O=C(O)c1cc(-n2nnnc2SCc2ccc([N+](=O)[O-])cc2)ccc1Cl
→ 18%	-2%	6%	-6%	-1%	1%	128%[activator]	5%	-4
6: O=C(NCCN1CCOCC1)c1cc([N+](=O)[O-])cc([N+](=O)[O-])c1
→ 47%	-4%	-4%	-2%	-4%	5%	164%[activator]	-21%	-3
7: Cc1ccc(-n2nnnc2C(=Cc2ccc(N(C)C)cc2)c2nnnn2-c2ccc(C)cc2)cc1
→ -11%	-16%	-12%	-10%	-11%	·	6%	-5%	0
8: CCN(C(=O)C1CCCN1S(=O)(=O)c1cccc2nsnc12)c1ccccc1 (stereo not given)
→ -14%	0%	1%	12%	1%	-7%	41%[activator]	-17%	6
9: COC(=O)Cn1c(=NC(=O)CSCC(=O)NC2CCCCC2)sc2cc(OC)ccc21
→ 0%	-13%	24%	-12%	-2%	-3%	-10%	-12%	-1
10: O=C(c1ccccc1)N1CCN(C2CC(=O)N(CCc3ccccc3)C2=O)CC1 (stereo not given)
→ 0%	-11%	4%	-16%	-3%	-2%	-4%	1%	-1
11: Cc1cccc(-c2ccc3c(c2)C2CC3CCN2)c1 (stereo not given)
→ ·	·	·	5%	·	-1%	-20%	-12%	·
12: O=C(Nc1cccc(O)c1)c1cc(-c2cccs2)on1
→ 6%	0%	38%	4%	1%	-15%	-8%	-8%	-23
13: Cc1ccc(CCNC(=O)C2CCC(=O)N2CCc2ccccc2)cc1 (stereo not given)
→ 38%	2%	10%	0%	-1%	i	19%	-4%	4
14: COC(=O)c1c(S(=O)(=O)N2CCOCC2)c(C)n(C)c1C
→ -4%	-2%	5%	-8%	-5%	2%	6%	11%	1
15: CCCN1C(=O)c2ccccc2NC1c1cc(OC)c(OC)c(OC)c1 (stereo not given)
→ 10%	53%[activator]	46%	-1%	5%	-9%	9%	-4%	14
16: Cc1cccc(N2C(=O)CC(c3ccc(F)cc3)C3=C2COC3=O)c1 (stereo not given)
→ -3%	-12%&-12%	20%&1%	4%	2%&-6%	-4%&-7%	?	-5%&0%	-3&-6
17: CN(CC(=O)Nc1c(Cl)cccc1Cl)C(=O)CNC(=O)c1ccc2c(c1)OCO2
→ 37%	·	·	-2%	·	-9%	10%	-9%	-11
18: Cn1c(COc2ccc(Cl)cc2Cl)nnc1SCC(=O)NCC1CCCO1 (stereo not given)
→ 3%	0%	26%	-6%	-6%	-3%	110%[activator]	-19%	-6
19: COc1ccc(/C=C2\SC(=S)NC2=O)cc1OS(=O)(=O)c1ccc(NC(C)=O)cc1
→ -3%	-10%	?	-15%	-8%	-3%	?	?	-39
20: CCOC(=O)c1oc2ccccc2c1NC(=O)COC
→ 1%	11%	-3%	0%	0%	-7%	-6%[58.9 µM]	-4%	-1
21: O=[N+]([O-])c1cc(S(=O)(=O)C(F)(F)F)ccc1NCC1CCCO1 (stereo not given)
→ 27%	2%	0%	7%	-5%	0%	83%[activator]	-21%	-10
22: CC(C)c1ccc(NC2CCCN(C(=O)CN3CCOC3=O)C2)cc1 (stereo not given)
→ 12%	-6%	52%	-2%	-1%	3%	-2%	-12%	-8
23: COC(=O)C1=C(C)N(c2ccc(OC)c(OC)c2)C(=O)/C1=C\c1cccs1
→ -2%	-8%	-18%	7%	-2%	i	24%	-11%	-6
24: O=C(Nc1cccc(C(=O)N2CCCc3ccccc32)c1)c1ccccc1
→ -9%	-10%	-3%	-9%	-3%	-3%	121%[activator]	-18%	-11
25: CC(C)C(NS(=O)(=O)c1cccc(C(F)(F)F)c1)C(=O)N1CCc2ccccc2C1 (stereo not given)
→ -14%	-10%	-1%	-15%	-6%	-8%	25%	-25%	-3
26: CC(C)c1[nH]nc2c1C(c1cccc(OC(=O)N3CCOCC3)c1)C(C#N)=C(N)O2 (stereo not given)
→ 0%	-12%	1%	-4%	-8%	-4%	15%	-13%	2
27: CCOC(=O)c1c(N2C(=O)Nc3ccccc3N2O)sc2c1CCCC2
→ 2%	-8%	20%	-15%	5%	2%	34%[activator]	-3%	1
28: Cc1ccc(OCCN2C(=O)C(=O)c3cccc(C)c32)cc1
→ -2%	-13%	0%	-2%	-12%	4%	44%[activator]	-7%	-3
29: O=C(NC1CC1(c1ccccc1)c1ccccc1)c1ccccc1 (stereo not given)
→ ·	·	·	-1%	·	3%	-11%	-4%	-29
30: NC(=O)CC(NC(=O)Cc1cccc2ccccc12)c1ccc(NC2CCCCCC2)c([N+](=O)[O-])c1 (stereo not given)
→ 1%	8%	22%	-8%	1%	-18%	?	0%	·
31: COc1ccccc1OCc1n[nH]c(=S)n1Cc1ccccc1
→ 16%	-22%	-9%	1%	8%	6%	113%[activator]	-2%	-12
32: CCOC(=O)c1c(C)nc2ccccn12
→ 0%	-7%	15%	-2%	-1%	i	11%	-4%	-22
33: COc1cc(C2CC(=O)N(c3ccc(C)c(Cl)c3)C3=C2C(=O)OC3)cc(OC)c1OC (stereo not given)
→ ·	-2%	76%	-4%	1%	·	?	·	-9
34: COC1[C@H](OC(N)=O)C(O)[C@H](Oc2ccc3c(O)c(NC(=O)c4ccc(O)c(CC=C(C)C)c4)c(=O)oc3c2C)OC1(C)C (stereo not given in full)
→ 6%	4%	·	-9%[60.1 µM]	-11%	·	·	·	·
35: Cc1ccc(C)c(NC(=O)Cn2ccn(-c3ccc(F)cc3)c(=O)c2=O)c1
→ ·	32%[activator]	1%	2%	-2%	-8%	18%	-8%	0
36: CCOC(=O)Cn1c(=O)c2c(nc(N3CCOCC3)n2C)n(C)c1=O
→ 14%	-4%	3%	-4%	2%	·	-4%	-11%	-4
37: CCOc1ccccc1NC(=O)c1cc(-c2ccncc2)nc2c(Cl)cccc12
→ -2%	-17%	16µM*	-16%	-17%	-1%	-10%	-4%	-19
38: C=CCOc1c(CNc2ccc3[nH]c(=O)[nH]c3c2)cccc1OC
→ 4%	-8%	2%	-31%	1%	i	113%[activator]	-22%	-25
39: COc1ccc2[nH]c(=O)c(CN(C(=O)c3ccccn3)c3ccccc3)cc2c1
→ 3%	-6%	1%	-17%	0%	-5%	0%	-9%	-12
40: C=CCN1C(=O)/C(=C2/Sc3ccccc3N2C)SC1=Nc1c(C)n[nH]c1C
→ 4%	3%	?	-1%	0%	-3%	-2%	?	-16
41: CCN1CCN(C(=O)C2CCC(=O)N(Cc3cccc(C(F)(F)F)c3)C2)CC1 (stereo not given)
→ 21%	-7%	?	-15%	-1%	0%	34%[activator]	-18%	2
42: NC(=O)c1ccccc1NC(=O)CN1CCCCCC1
→ 11%	-3%	0%	1%	-6%	2%	29%	-8%	7
43: CCCc1cc(C(N)=O)c(NC(=O)c2cc(C)on2)s1
→ -1%	0%	8%	-16%	-6%	-3%	12%	?	-10
44: CC1(CC(=O)NNC(=O)Nc2ccccc2)OCCCO1
→ 9%	-1%	0%	-1%	-2%	i	12%	-10%	-2
45: CCc1ccc(/C(C)=N/NS(=O)(=O)c2ccc(OC)cc2)s1
→ 3%	-11%	-22%	-1%	-8%	1%	3%	-1%	-4
46: Nc1nnc(SCC(=O)NC23CC4CC(CC(C4)C2)C3)s1
→ -1%	?	3%	-4%	0%	1%	19%	-16%	-6
47: CC1CN(S(=O)(=O)c2cccc(C(=O)OC/C(O)=C(\C#N)c3nc4ccccc4[nH]3)c2)CC(C)O1 (stereo not given)
→ ?	-16%	-21%	-5%	-8%	-1%	1%	?	-18
48: Fc1ccc(-c2nnc(SCc3cccnc3)o2)cc1
→ 4%	-9%	-3%	3%	0%	-13%	34%[activator]	-4%	21
49: CCc1cccc(NC(=O)C(NC(=O)C2CCCCC2)C(C)C)c1 (stereo not given)
→ 4%	-1%	-1%	4%	1%	i	1%	-12%	-11
50: CCCCOc1ccc(C(=O)CCN2CCCCC2)cc1
→ 4%	?	-1%	12%	3%	i	-14%	-8%	-9
51: COc1ccc(NC(=O)COC(=O)CNC(=O)C2CCCCC2)cc1
→ 0%	?	5%	9%	-1%	-2%	108%[activator]	-12%	-8
52: Cc1cc(C)c2oc(=O)cc(CN3CCC(C)CC3)c2c1
→ 5%	-2%	?	-3%	-1%	-10%	27%	-14%	-2

One compound at a time (already shown). Order of values: APEX1 inh	Apoferritin bind	Pol beta inh	POLK inh	BLM helicase inh	PGK inhibitor	POLI inh	POLH inh	RXFP1 antag
Listed for `CCc1ccc(/C(C)=N/NS(=O)(=O)c2ccc(OC)cc2)s1` → 3%	-11%	-22%	-1%	-8%	1%	3%	-1%	-4
Listed for `Fc1ccc(-c2nnc(SCc3cccnc3)o2)cc1` → 4%	-9%	-3%	3%	0%	-13%	34%[activator]	-4%	21
Listed for `NC(=O)c1ccccc1NC(=O)CN1CCCCCC1` → 11%	-3%	0%	1%	-6%	2%	29%	-8%	7
Listed for `COc1ccc(NC(=O)COC(=O)CNC(=O)C2CCCCC2)cc1` → 0%	?	5%	9%	-1%	-2%	108%[activator]	-12%	-8
